UPR CHOP act = activators of apoptotic arm of unfolded protein response (CHOP); CHO-CHOP luciferase reporter, UPR activation, luminescence; percent of tunicamycin response over DMSO baseline; activation, % at 10 µM; hit rate 0.34% among 330,000;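 active = at 10 µM dose, activation of 40% or more, normalized to positive control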;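 also: 100% = tunicamycin at 10 µg/mL and 0% = DMSO alone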
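Assay system: CHO cells with stable CHOP pathway luciferase reporter; Buffer or medium: F12 plus 10% serum; Times: 16-18 h cell attachment, then 6 h compound exposure, 37 °C; Signal: luciferase luminescence; Read-out basis: percent activation relative to tunicamycin control; Control set: tunicamycin high control, DMSO low control.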
TIM10 inh = growth inhibitors of TIM10 yeast strain. S. cerevisiae TIM10 strain growth, BacTiter-Glo luminescence, 24 h. hit rate 1.4% among 330,000. AID 463195. inhibition, % at 10 µM;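 active = inhibition of 40% or more at the single tested concentration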;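 also: wild-type TIM10 isogenic control strain grown at permissive 25 °C; 0% = DMSO yeast wells and 100% = minimal medium wells without yeast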
697 NFkB inh = lowers PMA/ionomycin-induced NF-kB signal in 697 B cells. 697 B-cell NF-kB luciferase reporter, 16 h. inhibition, % at 4 µM. hit rate 0.33% among 330,000. AID 435022; in the data active = inhibition above about 35%
tim10-1 inh = inhibits growth of tim10-1 mutant yeast | S. cerevisiae tim10-1 ts strain growth, BacTiter-Glo, 24 h | inhibition, % at 20 µM | hit rate 2.2% among 330,000;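 active = inhibition of at least 40%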;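 also: mutant grown at 25 °C; 0% = DMSO wells with yeast and 100% = wells holding no yeast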
UPR XBP1 act = activators of adaptive arm of unfolded protein response (XBP1) | CHO-XBP1 luciferase reporter, IRE1-XBP1 UPR activation, luminescence; percent of tunicamycin response, DMSO as zero | activation, % at 20 µM | hit rate 0.33% among 330,000;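 active = versus positive control, 20 µM dose yields 30% or more activation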;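 also: 100% = tunicamycin at 10 µg/mL and 0% = DMSO only wells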
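Material: CHO-XBP1 cells stably carrying IRE1-XBP1-driven luciferase reporter / Amount: 1000 cells per well / Compound: 20 µM, 1% DMSO / Times: 6 h treatment, 37 °C / Detection: luciferase luminescence / Measure: % activation of reporter signal versus tunicamycin and DMSO controls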
Jurkat NFkB inh = inhibitors of the PMA/ionomycin-induced NF-kB reporter in Jurkat cells | PMA/ionomycin-induced NF-kB luciferase reporter, luminescence | inhibition, % at 4 µM | hit rate 0.53% among 330,000; in the data active = inhibition above about 50%
Mdm2-MdmX inh = inhibitors of human Mdm2/MdmX interaction; hit rate 3% among 330,000; O15151+Q00987; inhibition, % at 8 µM; SaOS-2 split-luciferase Mdm2/MdmX complementation, luminescence;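 active = inhibition of at least 50% at 8 µM in the primary screen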
Target sequence (O15151 whole entry, looked up): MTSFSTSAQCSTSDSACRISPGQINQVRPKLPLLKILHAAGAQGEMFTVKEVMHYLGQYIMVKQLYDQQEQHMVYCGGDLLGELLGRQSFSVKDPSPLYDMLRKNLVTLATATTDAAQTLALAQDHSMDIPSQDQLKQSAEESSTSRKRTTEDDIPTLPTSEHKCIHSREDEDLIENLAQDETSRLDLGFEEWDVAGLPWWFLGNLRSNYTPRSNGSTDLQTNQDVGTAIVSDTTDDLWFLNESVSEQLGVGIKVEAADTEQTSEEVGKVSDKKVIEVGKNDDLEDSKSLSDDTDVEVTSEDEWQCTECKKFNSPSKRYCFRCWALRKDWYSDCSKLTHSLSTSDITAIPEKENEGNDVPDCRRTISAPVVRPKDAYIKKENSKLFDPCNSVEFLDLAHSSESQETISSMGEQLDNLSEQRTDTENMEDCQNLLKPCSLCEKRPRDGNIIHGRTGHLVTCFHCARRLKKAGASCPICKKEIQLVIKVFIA
Target sequence (Q00987 whole entry, looked up): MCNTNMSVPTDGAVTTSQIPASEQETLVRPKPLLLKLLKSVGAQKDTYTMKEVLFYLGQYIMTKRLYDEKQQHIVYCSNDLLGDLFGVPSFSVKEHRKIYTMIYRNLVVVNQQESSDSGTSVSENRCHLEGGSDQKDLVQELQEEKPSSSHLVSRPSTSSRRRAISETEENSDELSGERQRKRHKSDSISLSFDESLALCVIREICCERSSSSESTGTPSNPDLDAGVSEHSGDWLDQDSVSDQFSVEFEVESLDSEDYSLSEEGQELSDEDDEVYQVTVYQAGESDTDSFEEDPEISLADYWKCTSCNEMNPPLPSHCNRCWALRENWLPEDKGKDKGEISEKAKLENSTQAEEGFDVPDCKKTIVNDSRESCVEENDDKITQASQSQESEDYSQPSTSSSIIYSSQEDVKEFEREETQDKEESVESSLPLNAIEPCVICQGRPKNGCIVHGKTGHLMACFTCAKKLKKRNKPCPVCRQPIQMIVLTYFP
tim23-1 inh = inhibits growth of tim23-1 mutant yeast | S. cerevisiae tim23-1 growth, BacTiter-Glo luminescence, 24 h | inhibition, % at 20 µM | hit rate 1.3% among 330,000 | AID 463212;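 active = growth inhibition of the mutant yeast at or above 50%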;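 also: temperature-sensitive mutant grown at 25 °C; plate controls were DMSO-treated mutant yeast for no effect and medium wells lacking yeast for full effect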
The depositor's hits bear a star; & = joins results of further samples.

For COc1ccccc1CN(C)c1nnnn1-c1ccccc1 the results were UPR CHOP act 3.2, TIM10 inh 14, 697 NFkB inh -34, tim10-1 inh 17, UPR XBP1 act -1, Jurkat NFkB inh -15, Mdm2-MdmX inh 5 and tim23-1 inh 25.
For CCCCNC(=O)C(=O)NCCCn1ccnc1 the results were UPR CHOP act -0.1, TIM10 inh -2, 697 NFkB inh 20, tim10-1 inh -2, UPR XBP1 act -2, Jurkat NFkB inh 15, Mdm2-MdmX inh 9 and tim23-1 inh 0.
CCn1cc(C(=O)Nc2ccc(C)c([N+](=O)[O-])c2)cn1 was read as UPR CHOP act 3.2, TIM10 inh 0, 697 NFkB inh 7, tim10-1 inh 11, UPR XBP1 act -2, Jurkat NFkB inh -8, Mdm2-MdmX inh 12 and tim23-1 inh 8.
`CN(CC(=O)Nc1nc2ccc(F)cc2s1)S(=O)(=O)c1ccc(Cl)cc1` gave UPR CHOP act 0.9, TIM10 inh -6, 697 NFkB inh -14, tim10-1 inh -6, UPR XBP1 act -4, Jurkat NFkB inh 8, Mdm2-MdmX inh -5 and tim23-1 inh 5.
COc1cccc(C(Nc2ccccn2)c2c(NC(=O)c3ccco3)sc(C)c2C)c1 (stereo unspecified) was read as UPR CHOP act -2.0, TIM10 inh 22, 697 NFkB inh -9, tim10-1 inh 30, UPR XBP1 act 1, Jurkat NFkB inh -10, Mdm2-MdmX inh 11 and tim23-1 inh 14.
CSCCC(NC(=O)c1ccc(Cl)cc1)C(=O)OCC(=O)NCc1ccco1 (stereo unspecified) was read as UPR CHOP act -0.2, TIM10 inh 7, 697 NFkB inh 30, tim10-1 inh 12, UPR XBP1 act 1, Jurkat NFkB inh -5, Mdm2-MdmX inh 11 and tim23-1 inh -7.
`O=C(Nc1nnc(Cc2ccc(Cl)cc2)s1)c1ccncc1` gave UPR CHOP act 0.7, TIM10 inh 18, 697 NFkB inh -7, tim10-1 inh 14, UPR XBP1 act 0, Jurkat NFkB inh -5, Mdm2-MdmX inh 12 and tim23-1 inh 26.
`CCCCCN(C(=O)CCC(=O)OCC(=O)N(CC)c1ccccc1)c1c(N)n(CCCC)c(=O)[nH]c1=O` gave UPR CHOP act 0.7, TIM10 inh -2, 697 NFkB inh -35, tim10-1 inh -4, UPR XBP1 act 0, Jurkat NFkB inh 15, Mdm2-MdmX inh -15 and tim23-1 inh 19.
O=C(C1CCC1)N1CCc2cc(S(=O)(=O)NC3CCCC3)ccc21 was read as UPR CHOP act 0.0, TIM10 inh 1, 697 NFkB inh -15, tim10-1 inh 16, UPR XBP1 act 1, Jurkat NFkB inh 8, Mdm2-MdmX inh 19 and tim23-1 inh 2.
COc1cc(OC)cc(C(=O)Nc2ccccc2N2CCOCC2)c1 was read as UPR CHOP act -2.3, TIM10 inh -7, 697 NFkB inh 9, tim10-1 inh 39, UPR XBP1 act -2, Jurkat NFkB inh -3, Mdm2-MdmX inh -10 and tim23-1 inh 26.
Cc1cc(C(=O)OCC(=O)Nc2ccc(S(=O)(=O)N3CCOCC3)cc2)c(C)o1 was read as UPR CHOP act -0.3, TIM10 inh 18, 697 NFkB inh 24, tim10-1 inh 22, UPR XBP1 act 10, Jurkat NFkB inh 7, Mdm2-MdmX inh 16 and tim23-1 inh 22.
Screening CCC1=NN(C(=O)c2ccccc2O)C(O)(c2ccccc2)C1 (stereo unspecified) returned UPR CHOP act 1.1, TIM10 inh 21, 697 NFkB inh -53, tim10-1 inh -15, UPR XBP1 act 3, Jurkat NFkB inh 11, Mdm2-MdmX inh 41 and tim23-1 inh 36.

Two entries picked at random from the list so far:
O=C(C1CCC1)N1CCc2cc(S(=O)(=O)NC3CCCC3)ccc21 was read as UPR CHOP act 0.0, TIM10 inh 1, 697 NFkB inh -15, tim10-1 inh 16, UPR XBP1 act 1, Jurkat NFkB inh 8, Mdm2-MdmX inh 19 and tim23-1 inh 2.
COc1cccc(C(Nc2ccccn2)c2c(NC(=O)c3ccco3)sc(C)c2C)c1 (stereo unspecified) was read as UPR CHOP act -2.0, TIM10 inh 22, 697 NFkB inh -9, tim10-1 inh 30, UPR XBP1 act 1, Jurkat NFkB inh -10, Mdm2-MdmX inh 11 and tim23-1 inh 14.

(further entries)
For O=C(NOCc1ccccc1)c1ccccc1 the results were UPR CHOP act 2.0&-1.2, TIM10 inh -8&4, 697 NFkB inh -55&-64, tim10-1 inh 16&11, UPR XBP1 act -2&-5, Jurkat NFkB inh -76, Mdm2-MdmX inh -8&-10 and tim23-1 inh 31&-7.
COc1ccc(C(=O)Nn2cnc3scc(-c4cccs4)c3c2=O)c(O)c1 was read as UPR CHOP act 0.4, TIM10 inh 35, 697 NFkB inh -10, tim10-1 inh 32, UPR XBP1 act 0, Jurkat NFkB inh 1, Mdm2-MdmX inh 30 and tim23-1 inh 30.
Screening COc1cccc2sc(N3CCN(c4nc5ccccc5s4)CC3)nc12 returned UPR CHOP act 88*, TIM10 inh 5, 697 NFkB inh 13, tim10-1 inh -4, UPR XBP1 act 94*, Jurkat NFkB inh 20, Mdm2-MdmX inh 62* and tim23-1 inh -5.
`CCOC(=O)c1ccc(NS(=O)(=O)c2cc3c(cc2C)NC(=O)CO3)cc1` gave UPR CHOP act 5.1, TIM10 inh 11, 697 NFkB inh -2, tim10-1 inh -2, UPR XBP1 act -1, Jurkat NFkB inh -6, Mdm2-MdmX inh 17 and tim23-1 inh 4.
Screening O=C(Nc1cccc(Cl)c1)Nc1ccccc1-n1ccnc1 returned UPR CHOP act -1.9, TIM10 inh 7, 697 NFkB inh 24, tim10-1 inh 16, UPR XBP1 act 1, Jurkat NFkB inh -10, Mdm2-MdmX inh 20 and tim23-1 inh 3.
For COc1cc([N+](=O)[O-])cc2sc(NC(=O)c3c(F)cccc3F)nc12 the results were UPR CHOP act -1.9, TIM10 inh 47*, 697 NFkB inh 15, tim10-1 inh 37, UPR XBP1 act -1, Jurkat NFkB inh -12, Mdm2-MdmX inh -2 and tim23-1 inh 52*.
For CCCOc1ccc(N2C(=O)CC(N3CCN(C(=O)c4ccco4)CC3)C2=O)cc1 (stereo unspecified) the results were UPR CHOP act -1.6, TIM10 inh 4, 697 NFkB inh 15, tim10-1 inh 15, UPR XBP1 act -2, Jurkat NFkB inh 4, Mdm2-MdmX inh -19 and tim23-1 inh 13.
Cc1c(C(=O)N(C)c2ccc(Cl)cc2)cnn1-c1ccccc1 was read as UPR CHOP act 1.8, TIM10 inh -6, 697 NFkB inh -48, tim10-1 inh 18, UPR XBP1 act 1, Jurkat NFkB inh -41, Mdm2-MdmX inh -24 and tim23-1 inh 23.
CCC(C)C(NC(=O)OC(C)(C)C)C(=O)NC(C(=O)N1CCCC1C(N)=O)C(C)CC (stereo unspecified) was read as UPR CHOP act 0.2, TIM10 inh 0, 697 NFkB inh 18, tim10-1 inh 2, UPR XBP1 act -6, Jurkat NFkB inh 1, Mdm2-MdmX inh 15 and tim23-1 inh 1.
`CCOc1ccc(OCC)c(NC(=O)C2CCCN(S(=O)(=O)c3c(C)noc3C)C2)c1` (stereo unspecified) gave UPR CHOP act -1.6, TIM10 inh -8, 697 NFkB inh 5, tim10-1 inh -2, UPR XBP1 act -2, Jurkat NFkB inh 18, Mdm2-MdmX inh -51 and tim23-1 inh 23.
Brc1ccc(C[n+]2ccccc2)cc1 was read as UPR CHOP act 3.3, TIM10 inh 3, 697 NFkB inh -5, tim10-1 inh 0, UPR XBP1 act 2, Jurkat NFkB inh 8, Mdm2-MdmX inh -14 and tim23-1 inh 11.
For CC(CN1CCCC1)OC(=O)c1ccc(Cl)cc1Cl (stereo unspecified) the results were UPR CHOP act -1.5, TIM10 inh -4, 697 NFkB inh -17, tim10-1 inh -17, UPR XBP1 act -6, Jurkat NFkB inh -2, Mdm2-MdmX inh -6 and tim23-1 inh -3.

Filtered by structure, the entries above with a nitro group on carbon
CCn1cc(C(=O)Nc2ccc(C)c([N+](=O)[O-])c2)cn1 was read as UPR CHOP act 3.2, TIM10 inh 0, 697 NFkB inh 7, tim10-1 inh 11, UPR XBP1 act -2, Jurkat NFkB inh -8, Mdm2-MdmX inh 12 and tim23-1 inh 8.
For COc1cc([N+](=O)[O-])cc2sc(NC(=O)c3c(F)cccc3F)nc12 the results were UPR CHOP act -1.9, TIM10 inh 47*, 697 NFkB inh 15, tim10-1 inh 37, UPR XBP1 act -1, Jurkat NFkB inh -12, Mdm2-MdmX inh -2 and tim23-1 inh 52*.

Later entries.
CC(C)(C)c1ccc2c(c1)OC(C(=O)N/N=C\c1ccc[nH]1)CO2 (stereo unspecified) was read as UPR CHOP act -1.1, TIM10 inh -41, 697 NFkB inh -17, tim10-1 inh 42*, UPR XBP1 act -4, Jurkat NFkB inh 6, Mdm2-MdmX inh 17 and tim23-1 inh 34.
`CCCN(CCC)CCNC(=O)C1CCCN(S(=O)(=O)c2ccc3c(c2)oc(=O)n3C)C1` (stereo unspecified) gave UPR CHOP act -0.9, TIM10 inh -13, 697 NFkB inh 0, tim10-1 inh 16, UPR XBP1 act -1, Jurkat NFkB inh 4, Mdm2-MdmX inh 27 and tim23-1 inh 0.
Screening COc1ccc2[nH]c3c(=O)n(Cc4ccncc4)cnc3c2c1 returned UPR CHOP act 0.6, TIM10 inh 8, 697 NFkB inh 4, tim10-1 inh 14, UPR XBP1 act -2, Jurkat NFkB inh 0, Mdm2-MdmX inh -7 and tim23-1 inh 5.
For NC(=O)c1ccc(NC(=O)COC(=O)C2(c3cccc(F)c3)CCCC2)cc1 the results were UPR CHOP act 0.8, TIM10 inh -13, 697 NFkB inh -5, tim10-1 inh -28, UPR XBP1 act 0, Jurkat NFkB inh 21, Mdm2-MdmX inh 6 and tim23-1 inh 13.
Brc1ccc(-c2cn3c(n2)CCc2ccc4cccnc4c2-3)cc1 was read as UPR CHOP act -1.8, TIM10 inh 38, 697 NFkB inh 7, tim10-1 inh 46*, UPR XBP1 act 0, Jurkat NFkB inh 3, Mdm2-MdmX inh 19 and tim23-1 inh 45.
Screening O=C(NCc1ccccn1)C(=O)NCC1OCCN1S(=O)(=O)c1ccc(Br)cc1 (stereo unspecified) returned UPR CHOP act 0.6, TIM10 inh 12, 697 NFkB inh 3, tim10-1 inh 9, UPR XBP1 act -3, Jurkat NFkB inh 5, Mdm2-MdmX inh 13 and tim23-1 inh 14.
`C/C(=N\NC(=O)c1ccncc1)c1ccc(NC(=O)c2ccc(Cl)cc2)cc1` gave UPR CHOP act 2.9, TIM10 inh 1, 697 NFkB inh -165, tim10-1 inh 10, UPR XBP1 act -7, Jurkat NFkB inh -152, Mdm2-MdmX inh 21 and tim23-1 inh 10.
`Cc1cc(OCc2cc(C(=O)NCc3cc(C(C)C)no3)no2)cc(C)c1Cl` gave UPR CHOP act 7.5, TIM10 inh -17, 697 NFkB inh -124, tim10-1 inh 3, UPR XBP1 act -2, Jurkat NFkB inh -111, Mdm2-MdmX inh -92 and tim23-1 inh -6.
Screening COc1cccc(S(=O)(=O)Nc2cccc(C(=O)N3CCCC3)c2)c1 returned UPR CHOP act 1.0, TIM10 inh 9, 697 NFkB inh 13, tim10-1 inh -8, UPR XBP1 act -2, Jurkat NFkB inh 14, Mdm2-MdmX inh -3 and tim23-1 inh -11.
For Nc1nc2ccccc2n1Cc1ccc(Cl)c(Cl)c1 the results were UPR CHOP act -0.4, TIM10 inh 3, 697 NFkB inh -21, tim10-1 inh -14, UPR XBP1 act -3, Jurkat NFkB inh 7, Mdm2-MdmX inh 7 and tim23-1 inh -25.
For COc1ccc(NC(=O)c2nc[nH]c2C(=O)N2CCN(C(=O)OC(C)(C)C)CC2)cc1 the results were UPR CHOP act 1.8, TIM10 inh 4, 697 NFkB inh 1, tim10-1 inh 20, UPR XBP1 act -1, Jurkat NFkB inh 11, Mdm2-MdmX inh -24 and tim23-1 inh 23.
Screening CCOc1ccc(S(=O)(=O)NCCC(=O)N2CCCC(C)C2)cc1 (stereo unspecified) returned UPR CHOP act 0.1, TIM10 inh -9, 697 NFkB inh 7, tim10-1 inh -13, UPR XBP1 act -3, Jurkat NFkB inh 6, Mdm2-MdmX inh 11 and tim23-1 inh 8.
